esBAF inh: SWI/SNF esBAF complex inhibition; AID 602393; 350,000 tested, 2% active; reporter increase, % at 12.5 µM; mouse ES cells, Bmi1-luciferase knock-in reporter, 24 h; 100% = twice the neutral-well signal; in the data active = activation above about 40%;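 also: 0% = median of the plate's neutral control wells and 100% = double that signal; a rise in the Bmi1 reporter signal indicates esBAF inhibition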
S100A4 MyoIIA: S100A4-myosin IIA interaction inhibition; inhibition, % at 10.7 µM; 360,000 tested, 0.14% active; S100A4/TAMRA-MyoIIA peptide fluorescence polarization; AID 652163;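 active = mean inhibition of at least 70% across replicates, with every replicate also reaching that level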
Target sequence (P26447 whole entry, looked up): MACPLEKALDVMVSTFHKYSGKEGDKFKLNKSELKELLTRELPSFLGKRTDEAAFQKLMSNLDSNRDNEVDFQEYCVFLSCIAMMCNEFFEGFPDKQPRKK
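System – human S100A4 monomer protein, biochemical binding assay · Buffer or medium – Calcium-containing HEPES buffer, pH 7.2 · Timing – 5 min between mix addition and reading · Also added – TAMRA-labelled myosin IIA heavy-chain peptide probe, 5 nM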
Casp6 inh: inhibitors of human caspase-6; AID 686996; 350,000 tested, 0.53% active; purified caspase-6, Z-VEID-R110 cleavage fluorescence; inhibition, % at 12.5 µM; P55212;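 active = mean inhibition across replicates at least about 35%, with every replicate also reaching that limit, limit read from the data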;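 also: 0% = median of neutral control wells and 100% = no fluorescence left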
Target sequence (P55212 24-179 limits assumed): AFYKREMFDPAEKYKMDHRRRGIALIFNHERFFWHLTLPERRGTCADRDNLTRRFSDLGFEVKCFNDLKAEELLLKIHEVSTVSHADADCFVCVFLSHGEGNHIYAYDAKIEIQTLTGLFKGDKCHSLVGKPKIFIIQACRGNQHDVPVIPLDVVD
Target sequence (P55212 194-293 limits assumed): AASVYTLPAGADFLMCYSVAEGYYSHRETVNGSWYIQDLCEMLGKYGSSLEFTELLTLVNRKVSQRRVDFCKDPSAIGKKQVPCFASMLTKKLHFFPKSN
LGR2 inh: Drosophila LGR2 receptor signaling inhibition; HEK293 LGR2, CRE-luciferase, bursicon-stimulated, 4 h; inhibition, % at 9.99 µM; 380,000 tested, 0.35% active;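 active = drop in luminescence signal, shown as inhibition above about 50% in the replicate tests, limit read from the data, passing the limit was not always enough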;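 also: agonist challenge used bursicon conditioned medium at about half maximal strength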
SIRT5 block: inhibitors of human sirtuin-5 desuccinylase. Q9NXA8. Purified SirT5, succinyl-peptide AMC, trypsin-coupled fluorescence. inhibition, % at 15 µM. 330,000 tested, 1.1% active. AID 652115; in the data active = inhibition above about 15%
Target sequence (Q9NXA8 whole entry, looked up): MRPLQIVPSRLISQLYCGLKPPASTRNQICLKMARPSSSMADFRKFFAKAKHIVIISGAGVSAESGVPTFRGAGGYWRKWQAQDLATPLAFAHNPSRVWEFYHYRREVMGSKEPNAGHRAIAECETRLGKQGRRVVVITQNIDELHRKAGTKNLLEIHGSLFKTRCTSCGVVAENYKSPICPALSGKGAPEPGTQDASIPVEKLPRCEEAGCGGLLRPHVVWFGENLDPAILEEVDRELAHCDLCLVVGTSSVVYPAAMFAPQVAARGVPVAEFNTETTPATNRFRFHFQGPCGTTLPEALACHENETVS
C2C12 statin: suppressors of simvastatin-induced myotoxicity in C2C12 myotubes. ATP luminescence, 48 h; scaled: DMSO 0, geranylgeraniol control 100. rescue of ATP level, % at 7.49 µM. 330,000 tested, 0.78% active. AID 602340;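 active = mean ATP rescue above about 67%, or every replicate alone reaching that limit, limit read from the data, passing the limit was not always enough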;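 also: myotubes were challenged with 10 µM simvastatin during compound exposure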
FN deposit inh: fibronectin deposition inhibition | inhibition, % at 12.6 µM | AH1F fibroblasts, Alexa488-fibronectin deposition fluorescence, overnight | 350,000 tested, 0.086% active;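 active = mean inhibition across replicates of 30% or more, regardless of how many single replicates reach that level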;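 also: positive control wells lacked labelled fibronectin entirely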
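Assay system: AH1F fibroblasts / Quantity: 10000 cells per well / Medium: DMEM plus 2% serum, read in PBS / Reagent: labelled fibronectin 24 nM / Dosing: single dose, pinned / Times: 1 h cell attachment, overnight exposure to compound and label / Signal: fluorescence, ex 485 nm, em 525 nm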
* marks the source's active call; other numbers are inactive results; . = not tested or not shown. An excerpt; count on the stated rates, not on these rows.

SMILES,SIRT5 block,FN deposit inh,S100A4 MyoIIA,C2C12 statin,LGR2 inh,Casp6 inh,esBAF inh
O=C(N[C@H]1CC[C@@H](CCn2cc(-c3ccccn3)nn2)O[C@H]1CO)c1ccncc1,11,-23,4,3,0,1,-3
COc1ccc(-c2nnc(SCC(=O)Nc3ccc(C)cc3)n2C)cc1,.,-3,.,29,.,.,4
CC(=O)N[C@@H]1C=C[C@@H](CC(=O)NCc2ccc(Cl)cc2)O[C@H]1CO,2,.,4,-2,6,1,5
O=C(CN1C(=O)NC2(CCCC2)C1=O)NCc1ccc(Cl)cc1,-2,-5,-2,6,-7,-4,-4
CCn1cc(/C=C(\NC(=O)c2ccccc2OC)C(=O)N2CCOCC2)c2ccccc21,.,.,-2,-14,-2,2,-9
Cc1ccc(C(=O)Nc2nnc(-c3ccco3)o2)cc1,-2,0,-3,.,15,0,.
Cn1c(SCc2ccccc2)nc2ccsc2c1=O,.,1,-1,.,-15,5,.
CCCCn1c(-c2ccoc2C)n[nH]c1=S,.,10,.,-3,.,.,7
O=C(Nc1cc([N+](=O)[O-])ccc1C(=O)Nc1cccnc1)c1ccccc1,1,3,2,.,3,-1,.
COc1ccc(C)cc1NC(=O)CNC(C)C(=O)Nc1cc(Cl)ccc1Cl (stereo not given),3,-10,8,.,6,-2,.

The results go on.
SMILES,SIRT5 block,FN deposit inh,S100A4 MyoIIA,C2C12 statin,LGR2 inh,Casp6 inh,esBAF inh
O=C(Cn1c(=O)oc2ccccc21)Nc1ccc(Cl)cc1,0,-6,1,7,-7,3,2
CC(=O)c1ccc(OCC(=O)Nc2c(C)nn(-c3ccccc3)c2C)cc1,11,1,-8,12,-2,0,3
CNC(=O)C[C@@H]1CC[C@H]2[C@H](COc3ccc(NC(=O)c4cnccn4)cc3C(=O)N2C)O1,.,-15,.,3,12,.,6
Cc1noc(C)c1NC(=O)N(C)C[C@@H]1Oc2ncc(C#CC(C)(C)O)cc2C(=O)N([C@H](C)CO)C[C@@H]1C,-3,-12,-3,28,23,-1,-1
CCOc1ccc(C=NNC(=O)c2ccc(-n3cnnn3)cc2)cc1,-3,3,11,3,28,-2,4
C[C@@H]1CN([C@H](C)CO)C(=O)c2cc(NS(=O)(=O)c3cccs3)ccc2O[C@@H]1CN(C)S(=O)(=O)c1cn(C)cn1,-2,-8,11,-25,21,1,-3
CCC(C)(C(=O)NC1CCCC1)N(C(=O)CNC(=O)c1ccccc1)c1c(C)n(C)n(-c2ccccc2)c1=O (stereo not given),3,-10,-1,5,-4,-6,-3
Cc1cc2oc(=O)cc(CN(C)Cc3ccccc3)c2cc1C(C)C,0,-1,3,.,-9,0,.
CO[C@H]1CN(C)C(=O)c2ccc(NC(=O)C3CC3)cc2OC[C@H](C)N(C(=O)c2cccnc2)C[C@@H]1C,0,2,-19,5,16,2,-11
CNC[C@H]1Oc2ccc(NS(=O)(=O)c3c(C)noc3C)cc2C(=O)N([C@H](C)CO)C[C@H]1C,2,4,-41,50,10,-1,-1

(listing goes on)
SMILES,SIRT5 block,FN deposit inh,S100A4 MyoIIA,C2C12 statin,LGR2 inh,Casp6 inh,esBAF inh
O=C(N[C@H]1CC[C@H](CCn2cc(C3(O)CCCC3)nn2)O[C@H]1CO)C1CCCCC1,-5,.,-15,7,-13,0,1
COc1ccc(S(=O)(=O)N(C)C[C@@H]2OCCCC[C@H](C)Oc3ccc(NS(=O)(=O)c4c(C)noc4C)cc3C(=O)N([C@@H](C)CO)C[C@H]2C)cc1,0,-7,-13,.,-18,2,-1
CCc1cc2cc(C(=O)Nc3ccc(C)cc3)sc2s1,.,-39,.,-66,.,.,35
COC(=O)[C@H]1[C@H](CO)[C@H]2Cn3c(ccc(-c4ccncc4)c3=O)[C@H]2N1CC1CCCCC1,-2,.,0,2,10,-2,4
COc1ccc(CCN2CC(C(=O)N(C)CC(=O)Nc3ccc(Cl)c(C(F)(F)F)c3)CC2=O)cc1OC (stereo not given),-5,.,-4,.,13,-117,.
CC(Sc1nnc(C(F)(F)F)n1C)C(=O)Nc1ccc(S(N)(=O)=O)cc1 (stereo not given),-8,9,-4,5,0,2,-1
Cc1noc(C)c1NC(=O)Nc1cccc2c1O[C@@H](CN(C)C(=O)NC(C)C)[C@@H](C)CN([C@H](C)CO)C2=O,-1,.,0,1,2,1,-1
CCN1C(=O)C(CC(=O)Nc2ccc(OC)cc2)N(CCc2ccc(F)cc2)C1=S (stereo not given),-2,-4,0,0,10,1,-4
C[C@H](O)C#Cc1cnc2c(c1)C(=O)N([C@H](C)CO)C[C@H](C)[C@H](CN(C)C(=O)c1ccc(F)cc1)O2,4,.,8,-3,-22,1,0
COC(=O)c1ccc(CNC(=O)COc2ccccc2Br)o1,.,.,.,7,-4,.,-6

The list goes on:
SMILES,SIRT5 block,FN deposit inh,S100A4 MyoIIA,C2C12 statin,LGR2 inh,Casp6 inh,esBAF inh
Cc1ccc(NC(=O)COc2ccccc2C=O)cc1Cl,-12,-4,3,-1,13,-7,47*
COc1ccc(CN(C)C[C@@H]2OCCCC[C@H](C)Oc3ccc(NS(C)(=O)=O)cc3C(=O)N([C@H](C)CO)C[C@H]2C)cc1,2,.,4,5,-5,0,-4
O=C(Nc1ccc(Cl)cc1)OCCN1CCOCC1,6,0,0,8,-20,-1,24
C[C@@H]1CN([C@H](C)CO)C(=O)Cc2cc(NC(=O)Cn3cnnn3)ccc2O[C@@H]1CN(C)Cc1ccc2c(c1)OCO2,-3,.,-7,3,1,1,-2
CCOc1ccc(C(=O)c2ccc([N+](=O)[O-])cc2Cl)cc1,5,2,13,.,0,2,.
CCN(C(=O)COC(=O)CC1CCCCC1)c1c(N)n(Cc2ccccc2)c(=O)[nH]c1=O,0,-3,-4,16,14,-2,-7
O=C(/C=C/c1cccc([N+](=O)[O-])c1)NCc1ccccc1,0,5,-3,.,-2,2,.
COc1ccc(C(=O)Nc2ccc3c(c2)nc(CCNC(C)=O)n3C)cc1,.,7,.,6,-41,.,16
Clc1cc(Cl)cc(Nc2ccccc2CN(C/C=C/c2ccc3c(c2)OCO3)Cc2ccccc2)c1,1,-4,22,-1,-6,-2,-4
Cc1cccc(C)c1OCCNC(=O)C(=O)NCc1ccco1,-3,7,1,.,33,-3,.

Among those listed so far, 2 have a CF3 group.
SMILES,SIRT5 block,FN deposit inh,S100A4 MyoIIA,C2C12 statin,LGR2 inh,Casp6 inh,esBAF inh
COc1ccc(CCN2CC(C(=O)N(C)CC(=O)Nc3ccc(Cl)c(C(F)(F)F)c3)CC2=O)cc1OC (stereo not given),-5,.,-4,.,13,-117,.
CC(Sc1nnc(C(F)(F)F)n1C)C(=O)Nc1ccc(S(N)(=O)=O)cc1 (stereo not given),-8,9,-4,5,0,2,-1

Later entries
SMILES,SIRT5 block,FN deposit inh,S100A4 MyoIIA,C2C12 statin,LGR2 inh,Casp6 inh,esBAF inh
CC1(C)Oc2c(ccc(O)c2CN2CCOCC2)C2=C1CCCC2,.,2,0,.,11,1,.
C[C@@H]1CCCCO[C@H](CN(C)S(=O)(=O)c2ccccc2)[C@@H](C)CN([C@@H](C)CO)C(=O)c2cc(NC(=O)Nc3ccccc3)ccc2O1,8,-3,11,.,-2,3,-2
Cc1c(C#N)c(O)[nH]c(=O)c1N=Nc1ccc(Br)cc1C(=O)O,1,-11,-4,19,-17,9,-4
CC(Cl)C(=O)c1c(N)n(C)c(=O)n(C)c1=O (stereo not given),0,.,-4,.,.,0,.
Cc1ccc(S(=O)(=O)Nc2ccc3c(c2)C(=O)N([C@@H](C)CO)C[C@H](C)[C@H](CN(C)C(=O)Nc2ccc(F)cc2)OCCCC[C@@H](C)O3)cc1,1,-8,-7,.,12,-1,2
CCOc1ccccc1NC(=O)CCNC(=O)c1ccc(Cl)cc1,-2,.,1,-4,7,.,-3
Brc1ccc(OCCn2ccnc2)cc1,-1,.,-4,-5,3,.,-4
CN(C)c1ccc2c(c1)[C@@H]1C[C@H](CC(=O)N3CCCCC3)O[C@H](CO)[C@@H]1O2,-4,4,6,.,1,23,.
CC(C)NC(=O)N(C)C[C@H]1OCCCC[C@H](C)Oc2ccc(NC(=O)Cc3ccccc3)cc2C(=O)N([C@@H](C)CO)C[C@H]1C,0,0,10,.,15,-3,.
CN1C[C@@H]2C(c3ccc(C(F)(F)F)cc3)C3(c4ccc(C#N)cc4)CC2(C3)[C@H]1c1ccccc1 (stereo not given in full),-2,0,-20,-5,10,-5,-49

Going on with the list.
SMILES,SIRT5 block,FN deposit inh,S100A4 MyoIIA,C2C12 statin,LGR2 inh,Casp6 inh,esBAF inh
CC1CCCCC1NC(=O)COC(=O)c1ccc2ccccc2n1 (stereo not given),-5,4,-2,11,24,.,-8
Nc1ccc(O)c(-c2nc3ccccc3s2)c1,.,-11,.,3,.,.,31
Cc1ccc(N2CCN(C(=O)c3ccccc3Br)CC2)c(C)c1,.,.,.,81*,-7,.,-3
CC1(C)CC(=O)C2=C(C1)N(c1ccc(F)cc1)C(=O)CC2c1ccsc1 (stereo not given),0,11,-10,.,-3,2,17
OCC1(CCOc2ccccc2)CCN(Cc2ccc3cccc(F)c3n2)CC1,4,9,5,-7,15,-1,3
CCc1ccc(NC(=O)c2sc3nc(C)nc(N4CCN(c5ccccn5)CC4)c3c2C)cc1,0,7,-3,-3,-9,-3,-3
Cc1cc(-c2nnc(CCC(=O)N(C)CCc3ccccc3)o2)no1,-1,0,3,-12,-18,9,7
Cc1ccccc1NC(=O)c1ccc2c(c1)C(=O)N(CC(C)C)C2=O,-2,-1,1,-9,-15,1,14
CN(Cc1ccccc1)C(=O)c1nc2ccccn2c1CNCCCOc1cccnc1,-4,-2,-1,-15,15,-6,5
Cc1ccc(/C=C/S(=O)(=O)NCc2ccc(F)cc2)cc1,0,-18,5,.,16,1,.

(list continues)
SMILES,SIRT5 block,FN deposit inh,S100A4 MyoIIA,C2C12 statin,LGR2 inh,Casp6 inh,esBAF inh
C=CCn1c(NC(=O)c2ccccc2)nc2ccccc21,-1,-5,-5,-13,-39,2,20
CN(C)CCCNC(=O)C[C@@H]1C=C[C@H](NS(=O)(=O)c2ccccc2)[C@H](CO)O1,0,.,2,0,3,1,2
CC(C)NC(=O)Nc1ccc2c(c1)C(=O)N([C@@H](C)CO)C[C@H](C)[C@@H](CN(C)S(=O)(=O)c1cccs1)OCCCC[C@@H](C)O2,2,-8,7,.,12,1,1
CCOCCCN(C(=O)Cn1nnc(-c2ccc(OC)c(OC)c2)n1)C(CC)C(=O)NC1CCCC1 (stereo not given),2,1,-14,.,6,1,.
O=C(c1cc(-c2ccc(O)cc2)on1)N1CCN(c2ccccc2)CC1,-1,-2,-3,33,-19,1,11
Cc1cc2c(cc(C(=O)OCC(=O)NCc3ccco3)n2C)s1,.,15,.,-3,.,.,-14
COc1ccc2c3c([nH]c2c1)[C@@H](CO)N(C(=O)c1ccc(F)cc1)CC31CCN(C(=O)Nc2ccc(F)cc2)CC1,2,.,-2,.,4,2,.
Nc1ccc(C(=O)OCC(=O)Nc2cc([N+](=O)[O-])ccc2F)cc1,-3,-1,4,-7,-11,1,24
O=C(CSc1n[nH]c(=O)n1Cc1ccco1)Nc1ccccc1,15*,-6,-1,.,-6,-2,.
CO[C@@H]1CN(C)C(=O)c2cc(NS(=O)(=O)CC(F)(F)F)ccc2OC[C@H](C)N(C(=O)c2ccc3c(c2)OCO3)C[C@H]1C,.,-3,4,-16,-8,-2,-6

(list continues)
SMILES,SIRT5 block,FN deposit inh,S100A4 MyoIIA,C2C12 statin,LGR2 inh,Casp6 inh,esBAF inh
CC(=O)NC1(C(F)(F)F)C(=O)N(Cc2ccccc2)C2=C1C(=O)CC(C)(C)C2 (stereo not given),.,1,.,-2,.,.,-8
O=C(CNc1ccccc1)N/N=C/c1cn(-c2ccccc2)nc1-c1ccccc1,.,4,-1,2,.,2,2
COC(=O)/C=C1/SC(=NC(=O)c2ccc(Cl)cc2)NC1=O,-6,-9,-19,14,-12,0,0
O=C1CNC[C@H]2[C@H](c3ccc(C4=CCCC4)cc3)[C@@H](CO)N12,-2,-8,-1,.,-2,1,.
C[C@H]1CN([C@@H](C)CO)C(=O)c2cc(NC(=O)Nc3ccc(F)cc3)ccc2O[C@@H]1CN(C)C,-5,.,-1,-5,-14,2,-2
CC1(C)CC(=O)C2=C(C1)N(c1ccccc1)C(=O)C(C(=O)OCc1ccccc1)C2 (stereo not given),-4,2,-4,0,4,-2,0
